# GPR55 antagonists = GPR55 antagonists blocking LPI-driven arrestin recruitment, primary screen, imaging, U2OS, beta-arrestin-GFP, LPI agonist (AID 2013); U2OS GPR55 beta-arrestin-GFP translocation imaging, LPI antagonism; higher % means a stronger effect; inhibition, % at 10 µM, or IC50 in µM where a hit was titrated; hit rate 0.13% among 290,000;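 active means spots per cell inhibited over 60%, with over 100 cells counted and total cytoplasm intensity under 500,000; inconclusive means wells with under 100 cells, flagged as likely toxic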;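 further: U2OS cells stably carrying GPR55 and arrestin-GFP stimulated by 5 µM LPI near EC80; imaged beta-arrestin-GFP aggregate spots per cell after agonist stimulation; plate controls were LPI-stimulated DMSO wells for no effect and DMSO wells without LPI for full effect; some results filed as inactive read as strong as hits; confirmed hits need IC50 under 10 µM and bright autofluorescent wells are also inconclusive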
# West Nile antiviral = West Nile virus antiviral activity, cell-based, CPE readout (AID 1621). CPE inhibition, % at 10 µM; hits with a dose series show IC50 in µM. West Nile virus-infected cells, CPE inhibition; higher % means a stronger effect. hit rate 0.02% among 290,000; in the data active means a potency from the dose series; inconclusive means CPE inhibition mostly from about 3.7% at the one dose, without a potency; inactive means the rest, 99 in 100 with CPE inhibition below about 2.2%; further: strong numbers were not always called active
# Dengue-2 NS5 capping = flavivirus cap methylation enzyme inhibition – biochemical, confirmation dose response, primary screen (AID 588689) | Dengue-2 NS5 methyltransferase capping enzyme assay, biochemical; higher % means a stronger effect | inhibition, % at 25 µM; hits with a dose series show IC50 in µM | hit rate 0.3% among 340,000; in the data active means a potency from the dose series; inconclusive means inhibition above about 29% without an active follow-up result
# GPR55 activation = GPR55 agonists via beta-arrestin recruitment, primary screen, imaging, U2OS cells, beta-arrestin-GFP redistribution (AID 1961); U2OS GPR55 beta-arrestin-GFP redistribution imaging; higher % means a stronger effect; hit rate 0.048% among 290,000; activation, % at 10 µM, or EC50 in µM where a hit was titrated;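 active means activation above 40% with more than 50 cells counted in the well; inconclusive means wells holding fewer than 50 cells, flagged as toxic or sparse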;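 further: U2OS osteosarcoma cells stably expressing GPR55 and beta-arrestin-GFP; plate controls were DMSO negative control for no effect and LPI positive control for full effect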
# GPR35 arrestin U2OS = inhibition of zaprinast-stimulated GPR35 beta-arrestin translocation – imaging, U2OS, beta-arrestin-GFP, zaprinast agonist, primary screen (AID 2058) | U2OS GPR35 beta-arrestin-GFP translocation imaging, zaprinast antagonism; higher % means a stronger effect | inhibition, % at 10 µM, or IC50 in µM where a hit was titrated | hit rate 0.052% among 290,000;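 active means inhibition of at least 50% with at least 30 cells and total cytoplasm GFP at most 10,000,000; inconclusive means under 30 cells or total GFP of 10,000,000 plus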
# NOD1 NF-kB reporter = inhibition of NOD1-driven NF-kB reporter – cell-based, luminescence, uHTS, primary screen (AID 1578); one-dose inhibition, % at 4 µM; EC50 in µM for titrated hits; hit rate 1% among 290,000; NOD1-driven NF-kB luciferase reporter cells, luminescence; higher % means a stronger effect; in the data active means inhibition mostly above about 36%, no sharp cut-off; inactive means mostly below about 34%;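 further: HEK-293T reporter cells stimulated with the NOD1 agonist gamma-tri-DAP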
# HIV fusion peptide = cell-free HIV fusion peptide-binding blockers – biochemical, uHTS, fluorescence dequenching, primary screen (AID 1986); cell-free peptide binding, fluorescence dequenching, 30 min; higher % means a stronger effect; inhibition, % at 20 µM, or IC50 in µM where a hit was titrated; hit rate 0.3% among 290,000; in the data active means inhibition mostly above about 52%, no sharp cut-off; inactive means mostly below about 76%; further: some results filed as inactive read as strong as hits
# KOR beta-arrestin-1 = kappa opioid receptor blockers – cell-based, luminescence, uHTS (AID 1778); KOR beta-arrestin recruitment, luminescence, antagonist mode; higher % means a stronger effect; inhibition, % at 10 µM; hits with a dose series show IC50 in µM; hit rate 0.091% among 290,000; in the data active means inhibition above about 50%; further: strong numbers were not always called active
# KOR beta-arrestin-2 = kappa opioid receptor activators – cell-based, luminescence, uHTS, primary screen (AID 1777); KOR beta-arrestin recruitment, luminescence; higher % means a stronger effect; activation, % at 10 µM; hits with a dose series show EC50 in µM; hit rate 0.02% among 280,000; in the data active means activation above about 50%, passing the limit was not always enough; further: a part of the inactive calls stands beside numbers as strong as those of hits
# Dengue-2 NS5 capping pilot replicate = also measured in Dengue-2 NS5 capping; calls as there; inhibition, %; measured here: pilot screen replicate inhibition
# An asterisk follows results filed as active; ? = inconclusive; · = no result given; [ ] = dose if it differs, or a comment. A portion of the library; count on the stated rates, not on these rows.
SMILES,GPR55 antagonists,West Nile antiviral,Dengue-2 NS5 capping,GPR55 activation,GPR35 arrestin U2OS,NOD1 NF-kB reporter,HIV fusion peptide,KOR beta-arrestin-1,KOR beta-arrestin-2,others
CC(=O)OCCN(CCCn1c(-c2ccncc2)nc2ccccc21)c1nc(-c2ccc(C)cc2)cs1,-5.6%,-0.6%,-5.6%,-0.2%,-3.5%,-16.5%,0.1%,-14.5%[20 µM],0.0%,
COc1ccc(CN(C)CC(O)COC(c2ccc(OC)cc2)c2ccc(OC)cc2)cc1 (centres undefined),7.8%,-0.6%,-2.7%,1.6%,-3.4%,-25.0%,-1.7%,19.7%,3.6%,
COc1ccc(OC)c(CCNC(=O)c2ccc3c(c2)N(Cc2ccc(F)cc2)CCS3)c1,13.5%,0.5%,0.8%,0.5%,19.7%,-14.2%,-0.6%,-76.2%,4.0%,
N#Cc1c(-c2ccccc2)nc(-c2cccnc2)[nH]c1=O,10.1%,0.0%,-2.0%,0.0%,5.3%,-2.9%,2.7%,13.9%,1.7%,
CCC(C)NC(=O)Nc1ccc(Br)cc1 (centres undefined),6.7%,-0.1%,-0.9%,0.2%,4.9%,-16.0%,0.5%,-2.3%,-3.0%,
O=C(NCC(=O)N1CCN(c2ccccn2)CC1)c1ccc(Br)o1,25.0%,0.0%,-3.2%,0.3%,2.4%,-13.3%,0.0%,5.6%,0.6%,
Nc1cc(C(=O)OCC(=O)NC(c2ccccc2)c2ccccc2)ccc1Cl,-1.3%,1.4%,-2.2%,0.0%,-22.8%,-45.8%,2.4%,20.6%,6.8%,
CC(C)CCNC(=O)c1ccccc1NC(=O)C1=CSCCO1,1.4%,0.3%,1.0%,-0.2%,3.0%,0.1%,-0.5%,2.6%,-0.2%,
CC(NC(=O)C(=O)N1CCCCC1)C(c1cccs1)N1CCN(c2ccccc2F)CC1 (centres undefined),-5.4%,-0.6%,-1.8%,-0.2%,-17.1%,-23.4%,1.1%,-4.3%,5.0%,
COc1ccc(C(C(=O)NC(C)(C)C)N(C(=O)CCC(=O)Nc2cc(C)on2)c2ccccc2F)cc1 (centres undefined),8.0%,-1.2%,-5.7%,0.2%,2.2%,-22.3%,-2.4%,-15.9%,1.8%,
COc1ccccc1NC(=S)NC(=O)C(C)C,-4.1%,-0.1%,3.5%,-0.2%,10.4%,·,-4.3%,-32.5%,3.5%,
Cn1cnc(S(=O)(=O)NC2CCN(Cc3c(F)cccc3Cl)CC2)c1,14.6%,-0.7%,2.6%,0.2%,-20.0%,-16.2%,-0.3%,4.7%,-0.5%,
CCN=C1S/C(=C\c2cc(OCC)c(O)cc2Br)C(=O)N1CC,-2.5%,-1.4%,-19.6%,-0.5%,6.7%,-26.7%,-4.0%,-101.7%,2.5%,
COCCCNc1c2c3c(cccc3[nH]c1=O)C(=O)c1ccccc1-2,-5.1%,0.5%,?,-0.1%,21.8%,18.3%,2.4%,9.4%,10.8%,
CCCNS(=O)(=O)c1ccc(OCC(=O)N2CCCC2)cc1,-5.2%,-0.5%,·,-0.1%,12.0%,-5.5%,-1.8%,-18.5%[20 µM],-3.9%,
Cc1cccc(NC(=O)Cn2c(=O)oc3ccccc32)c1,8.2%,·,-9.7%,0.3%,2.8%,-3.8%,2.1%,-3.1%,3.8%,
Clc1ccc(Cl)c2sc(N3CCCC3)nc12,5.7%,-0.5%,-4.1%,-0.4%,2.7%,17.0%,-0.7%,-7.5%,-4.4%,
CCOCCn1c(C(C)O)nc2ccccc21 (centres undefined),6.3%,0.1%,-0.5%,0.0%,3.9%,-24.7%,0.1%,10.2%,0.9%,
O=C(c1cc(F)c(F)cc1Cl)N1CCN(c2ncccn2)CC1,11.7%,0.0%,-6.8%,-0.3%,0.6%,-11.5%,-0.8%,-42.7%[20 µM],0.6%,
Cc1cc2c(c(N)n1)c(=O)oc1ccccc12,-3.2%,-0.1%,-1.7%,-1.0%,-6.3%,-2.8%,0.9%,10.1%,-2.6%,
Cc1ccc(S(=O)(=O)N2C(=O)CCC2C(=O)O/N=C(\N)c2ccccc2)cc1 (centres undefined),17.3%,0.1%,-11.2%,0.2%,20.1%,11.6%,-0.8%,9.2%,-5.9%,
CCOC(=O)CCC(NC(=O)c1ccc(NCN2C(=O)CCC2=O)cc1)C(=O)OCC (centres undefined),-10.6%,1.4%,-7.2%,-0.2%,-7.2%,-6.1%,-1.2%,-23.0%,-0.9%,
O=C(c1nn(Cc2ccccc2)c(=O)c2ccccc12)N1CCN(c2ccccn2)CC1,8.1%,-0.4%,-7.4%,-0.2%,11.9%,-23.3%,-1.3%,-6.0%,-3.4%,
O=C(NS(=O)(=O)c1ccc(NC(=O)C2CCCO2)cc1)c1ccccc1 (centres undefined),10.9%,-0.4%,0.0%,-0.2%,-0.4%,-18.4%,-1.2%,-18.1%,-1.9%,
CC1Cc2ccccc2N1C(=O)C1CCCN1S(=O)(=O)c1ccc(Cl)cc1 (centres undefined),0.4%,-0.5%,-4.2%,-0.1%,-8.6%,-8.0%,-1.5%,-2.1%,-4.9%,
COc1cccc(-n2c(Cn3nc(C(F)(F)F)cc3C)n[nH]c2=S)c1,2.3%,-0.5%,-9.1%,-0.3%,2.2%,2.3%,-0.2%,-16.5%,3.8%,
O=C(CSc1ccc(F)cc1)Nc1ccccc1N1CCOCC1,12.6%,-0.3%,-0.9%,-0.1%,-6.5%,-7.5%,-1.7%,0.3%,0.0%,
CC(C)Oc1ccc(/C=N/NC(N)=S)cc1,8.0%,-0.8%,-6.7%,-0.3%,-9.3%,-8.0%,-1.4%,-19.7%,4.9%,
COc1ccc(-c2cc(=O)c3cc(C)ccc3[nH]2)cc1,8.0%,-0.7%,2.8%,-0.3%,-15.2%,-30.6%,-0.4%,-5.4%,-2.4%,
CCS(=O)(=O)Nc1cccc(C2=NN(C(C)=O)C(c3cccs3)C2)c1 (centres undefined),4.1%,0.3%,0.0%,0.5%,1.9%,-17.2%,-0.5%,23.6%,-1.2%,
Cc1cc([N+](=O)[O-])nn1CCCC(=O)Nc1cc(Cl)ccc1Cl,0.9%,-0.7%,-7.0%,-0.2%,9.0%,-8.1%,-1.2%,-10.7%,-3.8%,
CCCCON1C(=O)c2cccc3cccc(c23)C1=O,4.7%,-0.5%,-17.9%,-0.2%,-0.5%,-29.7%,-0.6%,5.7%,-2.6%,
CCOC(=O)c1nnc(-c2ccccc2)nc1NCc1ccc(Cl)cc1,16.1%,-0.4%,-2.9%,0.0%,4.6%,20.9%,1.3%,1.3%,-1.1%,
CCn1c(SCC(=O)Nc2ccc(F)cc2)nc2ccccc2c1=O,-5.8%,-1.3%,9.2%,-0.1%,4.6%,-3.2%,-1.2%,-1.3%,24.3%,
Cc1nc(NCCc2ccc(F)cc2)c2nnn(Cc3ccccc3)c2n1,-7.0%,?,-9.2%,-0.1%,-5.4%,51.4%,0.9%,-136.5%[20 µM],4.6%,Dengue-2 NS5 capping pilot replicate=-4.6
CC1(C)OC(C(=O)NC2CCCCC2)C(C(=O)NC2CCCCC2)O1 (centres undefined),-1.0%,·,-1.4%,-0.3%,-8.7%,3.5%,2.4%,15.2%,0.8%,
COc1ccc(OC)c(C(=O)Cn2nnc3ccccc3c2=O)c1,13.5%,0.1%,5.6%,-0.2%,9.8%,-32.2%,1.6%,-23.0%,-4.1%,
O=C(Nc1ccc2oc(=O)ccc2c1)c1ccc(-c2ccccc2[N+](=O)[O-])o1,7.3%,0.3%,-6.1%,-0.1%,13.5%,-2.7%,-5.7%,-19.6%,53.6%,
Cc1cc(C)n(-c2ccc(C(=O)Nc3ccccn3)cc2)n1,-15.4%,-0.5%,-2.0%,0.2%,-15.9%,-30.3%,-0.3%,-14.2%,-8.6%,
Cc1ccc(-n2ncc3c(=O)n(CC#N)cnc32)cc1C,-15.2%,-0.1%,-3.9%,-0.1%,0.6%,-13.5%,-0.5%,-31.6%,4.2%,
CCCCNS(=O)(=O)c1ccc(NC(=O)c2cccs2)cc1,-0.7%,-1.5%,-6.2%,-0.2%,-16.2%,-11.0%,1.3%,-12.5%,1.0%,
CCOC(=O)N1C(=O)c2cc(OC)ccc2S1(=O)=O,-14.1%,1.5%,5.4%,-0.1%,-15.0%,13.4%,0.0%,-17.1%,17.0%,
NC(=O)c1nnn(-c2nonc2N)c1-c1ccc([N+](=O)[O-])cc1,-6.0%,0.8%,-1.5%,-0.2%,-3.1%,-20.4%,0.3%,31.3%[20 µM],-3.8%,
